# Screening data from PubChem BioAssay.
# M. tuberculosis GlmU = inhibition of mycobacterial GlmU enzyme – biochemical, glucosamine-1-phosphate acetyltransferase (AID 1376); M. tuberculosis GlmU acetyltransferase enzyme assay; higher % means a stronger effect; inhibition, %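 (tested at 30 µM in the primary screen)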, or IC50 in µM where a hit was titrated; 0.25% of 220,000 active; in the data active means inhibition above about 13%;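 further: 0% = complete reaction with vehicle and 100% = reaction without substrate; strong numbers were not always called active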
# RmlCD inh 1536 = blocks M. tuberculosis RmlC and RmlD coupled enzymes; inhibition, % at 3.6 µM; P9WH09+P9WH11; RmlC+RmlD coupled enzyme assay, percent inhibition; primary screen in compound mixtures; 0.03% of 160,000 active; AID 1533; in the data active means inhibition mostly above about 34%, no sharp cut-off; further: some results filed as inactive read as strong as hits
# Target sequence (P9WH09 whole entry, looked up): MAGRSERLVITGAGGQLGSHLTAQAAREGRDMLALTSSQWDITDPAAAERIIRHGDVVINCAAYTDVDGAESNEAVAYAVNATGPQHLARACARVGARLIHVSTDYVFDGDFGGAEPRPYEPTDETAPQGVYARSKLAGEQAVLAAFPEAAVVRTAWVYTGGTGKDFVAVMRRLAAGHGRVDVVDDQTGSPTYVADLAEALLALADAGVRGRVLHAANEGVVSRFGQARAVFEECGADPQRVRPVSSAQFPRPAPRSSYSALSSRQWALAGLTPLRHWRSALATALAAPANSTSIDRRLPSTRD
# Target sequence (P9WH11 whole entry, looked up): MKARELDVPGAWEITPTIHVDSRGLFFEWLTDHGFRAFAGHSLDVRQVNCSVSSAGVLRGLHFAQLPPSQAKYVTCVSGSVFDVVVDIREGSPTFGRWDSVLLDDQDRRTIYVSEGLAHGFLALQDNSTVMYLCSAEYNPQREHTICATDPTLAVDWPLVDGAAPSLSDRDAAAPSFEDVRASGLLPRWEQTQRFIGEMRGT
# * = called active by the depositor; . = not tested or not shown. A portion of the library, so the mix of outcomes need not match the whole.
smiles | M. tuberculosis GlmU | RmlCD inh 1536
CCOC(=O)C1CCN(c2nc(N)c3c(N)nc(SCC(=O)O)cc3c2C#N)CC1 | 14.2%* | 11.1
N#Cc1ccc[n+](CC(=O)c2ccc(NC(=O)c3ccccc3)cc2)c1 | . | 13.6
CC(=O)C1=C(C)NC2=C(C(=O)CC(C)(C)C2)C1C (stereo not drawn) | -3.9% | 7.2
Clc1ccc(N2CCN(c3cnc4ccccc4n3)CC2)cc1 | 1.6% | -7.7
Nc1c2c(nc3ccc(Br)cc13)N(C1CCCCC1)CC2 | -1.0% | 0.4
c1cncc(-c2nc(N3CCOCC3)c3c4c(sc3n2)CCC4)c1 | -5.0% | -5.9
Cc1[nH]nc(-c2ccc(O)cc2O)c1-c1nc2ccccc2s1 | -1.1% | 8.4
O=C(Cn1cnc2c(nnn2Cc2ccc(F)cc2)c1=O)NCc1ccc2c(c1)OCO2 | -4.4% | .
N#Cc1cc([N+](=O)[O-])ccc1N1CCN(c2ccccc2O)CC1 | 7.4% | -1.4
COc1ccc(CNC(=O)CSCc2c(F)cccc2Cl)cc1 | 6.9% | .
Cc1cc(=O)[nH]c(-c2cccs2)n1 | 2.3% | .
Cc1ccc(S(=O)(=O)/C=C2\NC(=O)CS2)cc1 | -0.3% | 5.5
COCCNC(=O)/C(C#N)=C/c1cccc(/C=C(\C#N)C(=O)NCCOC)c1 | -6.3% | 1.4
COc1cccc(C2C=C(c3ccc(OC)cc3OC)Nc3nnnn32)c1 (stereo not drawn) | 5.4% | 3.6
Cc1ccc(C(NC(=O)NC(C)c2ccccc2)C(Cl)(Cl)Cl)cc1F (stereo not drawn) | -0.1% | 1.4
CCOC(=O)N1CCN(C(=O)Nc2ccc3nccnc3c2)CC1 | -0.8% | .
Cc1cc2n(n1)SC(Nc1cccc3ccccc13)N2 (stereo not drawn) | -1.4% | .
CC(=O)Nc1ccc(NC(=O)CSC2=NCCS2)cc1 | -0.9% | .
Cc1c(C(=O)NCCN2CCOCC2)oc2ccccc12 | 0.5% | .
CCOc1ccc2[nH]c(=O)c(CN(CCc3ccccc3)C(=O)N3CCOCC3)cc2c1 | . | -2.5
O=C(/C=C/c1ccccc1Cl)N(c1ccccn1)C1CCCCC1 | 0.4% | -7.3
CCC(Sc1nc2cc3c(cc2c(=O)n1Cc1ccco1)OCO3)C(=O)NCCOC (stereo not drawn) | -1.2% | .
COc1ccc(NC(=O)C2CC(=O)N(C)C(=Nc3ccc4c(c3)OCO4)S2)cc1 (stereo not drawn) | -3.1% | 17.5
COC(=O)c1cc(OC)nc2ccc(Br)cc12 | -1.2% | 0.0
O=S(=O)(NC1c2cccc3cccc(c23)C1N1CCNCC1)c1ccccc1 (stereo not drawn) | -5.8% | .
CCOC(=O)Oc1ccc2c(c1)C(C)=CC(C)(C)N2C(=O)OCC | . | 5.5
CCOC(=O)C(=CNc1ccccc1Cl)C(=O)OCC | -0.5% | -6.0
CC1CCCN(c2nc3nonc3nc2Nc2ccccc2F)C1 (stereo not drawn) | -3.7% | 2.2
CCc1cccc(CC)c1N(COC)C(=O)Cn1c(CO)nc2ccccc21 | 2.3% | 8.6
COc1ccc(/C=N/NC(=O)c2nn(-c3ccc(Cl)cc3)c(=O)c3c(N)scc23)cc1 | 2.8% | -4.8

# Single records (already shown).
# O=C(Cn1cnc2c(nnn2Cc2ccc(F)cc2)c1=O)NCc1ccc2c(c1)OCO2 across the screens: M. tuberculosis GlmU = -4.4%; RmlCD inh 1536 = .
# CC(=O)C1=C(C)NC2=C(C(=O)CC(C)(C)C2)C1C (stereo not drawn) across the screens: M. tuberculosis GlmU = -3.9%; RmlCD inh 1536 = 7.2

# In the list so far, these contain a thiophene ring, fused or not:
smiles | M. tuberculosis GlmU | RmlCD inh 1536
c1cncc(-c2nc(N3CCOCC3)c3c4c(sc3n2)CCC4)c1 | -5.0% | -5.9
Cc1cc(=O)[nH]c(-c2cccs2)n1 | 2.3% | .
COc1ccc(/C=N/NC(=O)c2nn(-c3ccc(Cl)cc3)c(=O)c3c(N)scc23)cc1 | 2.8% | -4.8

# Carrying on:
smiles | M. tuberculosis GlmU | RmlCD inh 1536
CC(=O)c1c(C)[nH]c(C(=O)N2CCN(C(=O)c3ccco3)CC2)c1C | 1.2% | 8.3
COc1c(S(=O)(=O)n2nc(C)cc2C)ccc(Cl)c1Cl | 2.1% | 7.9
COc1ccc(NC(=O)/C(=C\c2cccnc2)NC(=O)c2cccs2)cc1 | 1.8% | -5.8
CC(=O)c1ccc(OCC(O)CN2C(C)CCCC2C)cc1 (stereo not drawn) | 0.3% | .
CCOC(=O)C1(Cc2cccc(OC)c2)CCCN(S(=O)(=O)c2cccnc2)C1 (stereo not drawn) | 2.5% | .
CC1CC/C(=N/Nc2ccccc2)C(=O)N1 (stereo not drawn) | -5.1% | 8.7
CC(=O)C1C(c2ccccc2)c2c(noc2C)CC1(C)O (stereo not drawn) | -2.8% | -6.8
Cc1ccc(C2=NN=C(NC(=O)CSc3nc(C)cc(C)n3)SC2)cc1 | 0.3% | -3.5
Cc1noc(C)c1COc1cccc(C(=O)OCC(=O)NCCN2C(=O)CSC2=O)c1 | -0.5% | -3.0
CNC(=O)CC1C(=O)N(c2ccc(Cl)cc2)C(=S)N1CCc1ccc(OC)c(OC)c1 (stereo not drawn) | 2.9% | 4.2
CCOC(=O)Cc1nc(-c2ccccc2)n[nH]1 | 3.1% | -7.6
CCN1CCN(CCCNC(=O)c2cc3sccc3n2CC)CC1 | 2.7% | 1.7
Cc1cc(=S)[nH]c2c(C)cccc12 | 2.0% | -6.9
O=C(NCC1CCCO1)C1C2C=CC3(CN(Cc4cccs4)C(=O)C13)O2 (stereo not drawn) | 3.6% | -10.6
Nn1c(-c2ccco2)n[nH]c1=S | 2.7% | 17.7
O=C(NC(=S)Nc1nc(-c2ccccc2)cs1)c1cccs1 | 5.4% | 5.3
COCCNC(=S)N1C2CCC1CC(NC(=O)NC13CC4CC(CC(C4)C1)C3)C2 (stereo not drawn) | 2.5% | 21.9
c1ccc2sc(N3CCOCC3)nc2c1 | -3.1% | 3.4
Cc1ccc(C)c(N(C(=O)Cc2cccs2)C(C(=O)NC2CCCC2)c2ccc(C)o2)c1 (stereo not drawn) | 1.9% | 1.5
Cc1ccnn1CC(=O)N/N=C/c1c[nH]c2ccccc12 | -2.0% | .
CNC(=O)Cc1csc2ccc(C)cc12 | 0.7% | -2.0
CCOC(=O)c1cc(OC(=O)c2cccc([N+](=O)[O-])c2)n(-c2ccccc2)n1 | 2.6% | 11.9
COc1ccc(C2Nc3ccccc3C(=O)N2c2ccc(F)cc2)cc1Cn1nnc2ccccc21 (stereo not drawn) | -1.1% | 0.3
Cc1sc2ncnc(SCC(=O)N3CCC(c4noc5ccc(F)cc45)CC3)c2c1C | . | -104.7
Oc1ccc(/C=N/Nc2nn3cnnc3c3ccccc23)cc1 | 0.4% | -6.4
CSc1ccc(CN2CCN(C(=O)COc3ccc(C)cc3)CC2)cc1 | -5.0% | 10.1
CCOc1cc(C2NN=C(c3ccccc3)S2)ccc1OCc1ccccc1Cl (stereo not drawn) | 1.3% | -7.8
Cc1cc(C)n(-c2ccc(C(=O)OCC(=O)Nc3ccc(Cl)cc3[N+](=O)[O-])cc2)n1 | 7.8% | 3.5
COCCN1C(=O)C(=O)/C(=C(/O)c2cccc(S(=O)(=O)N(C)C)c2)C12C(=O)N(C)c1ccccc12 (stereo not drawn) | 2.1% | .
C/C(=N\NC(=O)c1cccnc1)c1c(O)cc(C)oc1=O | 9.8% | 5.4

# Next part.
smiles | M. tuberculosis GlmU | RmlCD inh 1536
Fc1ccc(NC(=S)N2CCCN(c3ccc(C(F)(F)F)cn3)CC2)c(F)c1 | 3.9% | 0.2
COc1cc([N+](=O)[O-])cc(/C=N\NC(=O)C2COc3ccccc3O2)c1O (stereo not drawn) | 5.3% | -14.8
Cc1ccc(C(=O)N/C(=C\c2ccccc2)C(=O)NCCCn2ccnc2)cc1 | 4.3% | -9.3
O=C(NCc1ccncc1)/C(=C/c1cccc([N+](=O)[O-])c1)NC(=O)c1ccccc1 | 2.5% | .
CCC(C)[C@H](NC(=O)NCc1ccc(S(N)(=O)=O)cc1)C(=O)OC (stereo partly drawn) | -6.4% | 45.1
COc1cc(NC(=O)Cc2cccs2)cc(OC)c1 | 2.8% | .
COC(=O)c1cc(Br)c(=O)n(CCN2CCCC2)c1 | -1.0% | .
COCc1nnc(NC(=O)c2ccccc2[N+](=O)[O-])s1 | 6.5% | -10.7
Nc1ccc(-n2nc(C(F)(F)F)cc2C(F)(F)F)cc1 | -3.7% | -41.1
O=C(Nc1nnc(-c2ccco2)o1)c1ccc(Cl)cc1 | 1.5% | .
COc1cc(/C=N/NC(=O)C(=O)NCc2cccnc2)cc(OC)c1OC | 3.1% | .
COC(=O)c1cccc(NS(=O)(=O)c2ccc(NC(C)=O)cc2)c1C | 1.7% | -1.3
COc1cccc(C(=O)Nc2ccc(C(=O)O)cc2)c1 | 6.7% | 20.6
O=C(O)C1CCC(Cn2c(SCc3cc(=O)n4cc(Cl)ccc4n3)nc3ccsc3c2=O)CC1 (stereo not drawn) | -0.6% | -13.7
O=C1C2CC=C(Cl)CC2C(=O)N1CC1OCCc2ccccc21 (stereo not drawn) | -4.5% | -8.8
COc1cccc(NC(=O)CNC(=O)c2cccs2)c1 | 6.4% | 2.1
C=CCSc1nc(C)c(CCCC)c(=O)[nH]1 | 3.6% | .
CCCc1cc(=O)[nH]c(SCC(=O)N(C)CC(=O)Nc2ccccc2CC)n1 | 1.7% | .
COC(=O)/C=C(\C)NC(=O)c1ccc(F)cc1 | 2.7% | .
Cc1ccc(CNC(=O)COC(=O)CSc2cc(C)c(Br)cc2C)cc1 | -6.3% | 10.2
O=C(/C=C/c1ccccc1)Nc1ncn[nH]1 | -1.0% | .
CCCCNC(=O)c1ccc2c(c1)ncn2C1CCCCC1 | -3.1% | 51.0
O=C(Nc1ccc(Br)c(C(F)(F)F)c1)c1ccccc1 | -3.2% | 7.1
O=C1C=CC2C(c3ccc4c(c3)OCO4)CC1N2Cc1ccccc1 (stereo not drawn) | -3.8% | -8.8
Cc1cccc(C)c1NC(=O)C(NC(=O)CN1C(=O)c2ccccc2C1=O)c1ccccc1 (stereo not drawn) | 3.4% | -3.7
CN(C)CCCCCCCCCCC(=O)/C=N/O | -6.9% | .
CCOc1ccc2[nH]c(O)c(NC(C)=O)c2c1 | -0.1% | -2.2
CCCCn1c(SCC(=O)Nc2cc(NC(=O)c3ccco3)ccc2C)nc2ccccc2c1=O | -2.2% | .
O=C(Cn1nc(CNc2ccc(Cl)cc2)[n+]2c1CCCCC2)c1ccc(Br)cc1 | -10.4% | .
COc1cc(C2C(C#N)=C(N)Oc3cc4c(cc32)OCO4)cc(OC)c1OC (stereo not drawn) | -1.7% | 6.7

# Other entries
smiles | M. tuberculosis GlmU | RmlCD inh 1536
COC(=O)c1cc(C(=O)OC)n(Cc2ccc(Cl)cc2Cl)n1 | -1.1% | .
CCc1cc(C(=O)c2ccc(OC)cc2)c(NC(=O)CCC(=O)O)s1 | -3.4% | 9.7
CCN1C(=O)C(O)(CC(=O)c2ccccn2)c2ccccc21 (stereo not drawn) | 0.2% | -9.1
Cc1cc(C)nc(N(C#N)Cc2cccc([N+](=O)[O-])c2)n1 | 2.4% | -2.7
Cc1c(F)cccc1NC(=O)CCC(=O)O | -1.4% | .
Cc1ccccc1-c1cc(-c2ccccc2O)n[nH]1 | -1.4% | .
COc1cccc(N2C(=O)C3CC=C(Cl)CC3C2=O)c1 (stereo not drawn) | 8.8% | -12.2
O=C(CCCCl)NC(=S)Nc1ccc(N2CCOCC2)cc1 | -2.8% | 9.0
O=C(NCCO)c1cc([N+](=O)[O-])cc2c1C=Cc1ccccc1O2 | 4.0% | -1.4
O=C(c1ccccc1S(=O)(=O)NCc1ccccc1)N1CCCC1 | -0.8% | 0.2
O=C(NCc1ccccc1)/C(=C/c1ccco1)NC(=O)c1ccco1 | 3.2% | -8.3
O=C1CC(c2ccc(Cl)cc2)n2nc(N3C(=O)c4ccccc4C3=O)nc2N1 (stereo not drawn) | -3.1% | 25.6
COc1ccc(S(=O)(=O)NC(N)=NCCc2ccc(OC)c(OC)c2)cc1 | -1.9% | .
CCOC(=O)C1CN(S(=O)(=O)c2ccc(OC)cc2)c2cc(CC(=O)OC)ccc2O1 (stereo not drawn) | 1.7% | .
COc1ccc(NC(=O)COC(=O)c2cc(SC)ccc2Cl)c(OC)c1 | 0.0% | -1.3
Cc1cc(C)n2nc(/C(C#N)=C/c3ccccn3)c(C#N)c2n1 | 2.8% | -8.4
CCCCSCCCNC(=O)Nc1ccc(CC)cc1 | -2.0% | -9.9
Cc1ccc2[nH]c3c(c2c1)CN(C(=O)CN1c2ccc(F)cc2CCC1C)CC3 (stereo not drawn) | -2.4% | .
CCS(=O)(=O)c1ccc2c(c1)NC(=O)C(CCO)O2 (stereo not drawn) | 1.9% | 6.5
Cc1cc(-n2c(C)cc(C(=O)CSc3nnnn3-c3ccc(Cl)cc3)c2C)no1 | 0.8% | .
Nc1ccc(O)cc1 | 5.2% | .
Cc1ccc(NC(=O)C2CC(=O)n3ncnc3N2)cc1 (stereo not drawn) | 0.1% | .
COc1cc(/C=N/N=C2/NC(=O)C(CC(=O)O)S2)ccc1OCc1ccc(Cl)cc1 (stereo not drawn) | 8.5% | -6.2
COC(=O)C1CCN(C(=O)c2c(-c3ccccc3Cl)noc2C)CC1 | 2.0% | 11.0
COC(=O)c1ccccc1NC(=O)CN1CCOCC1 | 5.6% | -9.6
CCN(N=Nc1nonc1OC)c1nonc1OC | 0.4% | .
COc1ccc(OC)c(-c2c3cc(O)c(=O)cc-3oc3cc(O)c(O)cc23)c1 | 14.7%* | 6.3
COc1ccc(C(C(=O)NC2CCCC2)N(CC2CCCO2)C(=O)Cn2nnc(-c3ccc(C)o3)n2)cc1 (stereo not drawn) | 0.1% | -6.4
